# Mot1-301 SUMO: inhibitors of SUMOylation pathway: yeast Mot1-301 growth rescue; S. cerevisiae Mot1-301 growth rescue, ATP luminescence, 38.5C; percent above DMSO median, 100 means doubled; growth rescue, % at 18.8 µM; 1% of 320,000 active; AID 2716;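 active = every valid replicate shows activation above 250% relative to neutral control wells; inactive = the rest, any valid replicate at or below 250%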;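 note: OY570 slx delta 5 strain wells were the positive control but not used for scaling; some compounds called inactive have numbers as strong as hits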
# Ecoli viability: bacterial growth inhibition, counter-screen for AddAB inhibitors; E. coli V3065 growth, OD600 absorbance, 18 h; 0.27% of 330,000 active; inhibition, % at 11.9 µM;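 active = inhibition above the campaign's mean inhibition across all tested compounds plus 3 SD, cut at about 9.9% in these data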;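 note: uninfected addAB+ strain grown without phage in ampicillin broth; 0% = DMSO wells and 100% = ciprofloxacin 0.95 µg/ml wells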
# Tat export inh: E. coli Tat transport inhibition; E. coli MC4100 TorA-mCherry Tat export, fluorescence; inhibition, % at 10 µM; 0.036% of 340,000 active;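 active = mean replicate inhibition at least 50% and at least half of replicates individually reaching 50%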;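 note: exported cargo escapes ClpAP degradation while cytoplasmic cargo is degraded and loses fluorescence; 0% = median of neutral control wells and 100% = median of NaSCN control wells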
# HTR5A inv ag: HTR5A inverse agonism, opioid heterodimer counter-screen. inhibition, % at 9.3 µM. P47898. 0.083% of 340,000 active. HTR5A cell line, luminescence; in the data active = inhibition mostly above about 23%, no sharp cut-off; inactive = mostly below about 18%;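 note: 0% = cells with DMSO and 100% = no-cell wells with DMSO; some compounds called inactive have numbers as strong as hits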
# Target sequence (P47898 whole entry, looked up): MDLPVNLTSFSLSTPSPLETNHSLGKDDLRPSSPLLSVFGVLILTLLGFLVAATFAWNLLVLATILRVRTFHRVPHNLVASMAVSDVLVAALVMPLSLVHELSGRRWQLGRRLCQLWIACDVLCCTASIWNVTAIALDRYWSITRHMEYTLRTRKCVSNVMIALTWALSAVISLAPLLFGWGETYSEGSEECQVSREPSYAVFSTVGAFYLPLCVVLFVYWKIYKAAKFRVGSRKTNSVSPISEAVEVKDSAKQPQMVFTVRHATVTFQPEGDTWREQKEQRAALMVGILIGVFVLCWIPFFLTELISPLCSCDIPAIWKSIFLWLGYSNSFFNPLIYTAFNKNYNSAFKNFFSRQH
# phage Ecoli inh: E. coli growth loss with phage present. growth absorbance. inhibition, % at 11.9 µM. 0.26% of 360,000 active; in the data active = inhibition above about 11%
# HTR5A ag ctr: counter-screen for OPRM1-OPRD1 agonists: human HTR5A agonism. activation, % at 9.3 µM. AID 504692. 0.61% of 340,000 active. HTR5A agonist assay, luminescence, cell-based; in the data active = activation mostly above about 9.5%, no sharp cut-off; inactive = mostly below about 7.6%;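 note: 0% = cells with vehicle only and 100% = reference agonist; strong numbers were not always called active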
# PKA-R2B activ: activates the human PKA-R2B holoenzyme complex. 0.079% of 340,000 active. PKA-R2B holoenzyme dissociation, Cy5-IP20 fluorescence polarization; R2B truncated from residue 108, S112A mutant; 0% DMSO only, 100% 113 µM cGMP. AID 504700. activation, % at 11.4 µM;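 active = activation above a cutoff set at the mean over all compounds plus 3 SD, cut at about 18% in these data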;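 note: higher means more holoenzyme dissociation and a rise in polarization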
# CDK5 p35 inh: CDK5/p35 (human) kinase inhibition; 0.01% of 330,000 active; Q00535+Q15078; AID 488839; inhibition, % at 10 µM; Recombinant CDK5/p35, ADP-Glo luminescence, 60 min;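 active = highest replicate inhibition of at least 50% and at least 75% of replicates reaching 50%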;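 note: plate controls were DMSO neutral control for no effect and GW8510 at 10 µM for full effect; many of its hits are not listed in these tables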
# DAGLB inh: diacylglycerol lipase beta (human) inhibition | Q8NCG7 | HEK293T DAGLB membrane lysate, EnzChek fluorogenic substrate | inhibition, % at 5.17 µM | 0.059% of 340,000 active | AID 504411; in the data active = inhibition above about 34%;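 note: 0% = enzyme with vehicle and 100% = wells lacking enzyme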
# Target sequence (Q8NCG7 whole entry, looked up): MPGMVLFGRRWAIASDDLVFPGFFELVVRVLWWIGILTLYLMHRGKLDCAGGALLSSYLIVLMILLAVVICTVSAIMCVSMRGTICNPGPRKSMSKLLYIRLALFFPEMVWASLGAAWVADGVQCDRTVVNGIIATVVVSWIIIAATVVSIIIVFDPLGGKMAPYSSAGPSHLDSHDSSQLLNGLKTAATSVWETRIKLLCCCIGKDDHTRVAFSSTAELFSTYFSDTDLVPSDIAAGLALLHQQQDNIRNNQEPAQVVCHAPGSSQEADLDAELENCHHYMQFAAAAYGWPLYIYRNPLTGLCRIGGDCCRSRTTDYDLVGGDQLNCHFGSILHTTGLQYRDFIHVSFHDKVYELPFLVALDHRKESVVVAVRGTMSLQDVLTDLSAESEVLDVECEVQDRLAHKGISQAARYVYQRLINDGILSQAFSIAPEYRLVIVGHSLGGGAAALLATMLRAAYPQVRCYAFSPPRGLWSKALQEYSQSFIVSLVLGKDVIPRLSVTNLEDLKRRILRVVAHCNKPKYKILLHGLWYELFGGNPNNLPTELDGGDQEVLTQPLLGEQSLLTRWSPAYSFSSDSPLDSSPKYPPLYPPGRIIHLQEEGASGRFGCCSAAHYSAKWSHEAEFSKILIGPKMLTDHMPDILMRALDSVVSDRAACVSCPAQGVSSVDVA
# PKA-R1A activ: activates the PKA-R1A holoenzyme complex. P00514+P68181. PKA-R1A dissociation, Cy5-IP20 fluorescence polarization; scaled: DMSO 0%, 113 µM cGMP 100%. activation, % at 11.4 µM. 0.083% of 340,000 active. AID 504707;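 active = percent activation above the mean of all tested compounds plus 3 SD, cut at about 19% in these data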;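 note: higher means more PKAc released from R1A so a rise in polarization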
# AddAB inh: less growth of phage-infected E. coli with AddAB | AID 435030 | E. coli expressing H. pylori AddAB, absorbance growth | inhibition, % at 11.9 µM | 0.29% of 330,000 active; in the data active = inhibition above about 12%;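 note: 0% = vehicle wells of infected cells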
# Starred values were filed as active, the others as inactive; . = not tested or not shown.
# A first look, 3 compounds:
SMILES,AddAB inh,phage Ecoli inh,Ecoli viability,HTR5A ag ctr,HTR5A inv ag,PKA-R2B activ,PKA-R1A activ,Tat export inh,CDK5 p35 inh,DAGLB inh,Mot1-301 SUMO
O=C(COC(=O)c1cc[n+]([O-])cc1)Nc1ccc(F)c([N+](=O)[O-])c1,2.6,1.9,-0.2,-2.0,14.4,-6.4,3.3,-3.2,-0.2,1.9,-1.6
O=C1CC(N2CCN(Cc3ccccc3)CC2)C(=O)N1 (stereo unspecified),3.7,3.5,3.4,1.9,-2.3,-11.8,1.9,1.4,0.2,-1.3,-4.5
COc1ccc(S(=O)(=O)Nc2nnc(Cc3ccc(OC)c(OC)c3)s2)cc1,1.9,2.0,0.0,3.7,-10.0,-11.3,-13.5,4.2,-3.0,1.8,27.7

# Main list, from the start:
SMILES,AddAB inh,phage Ecoli inh,Ecoli viability,HTR5A ag ctr,HTR5A inv ag,PKA-R2B activ,PKA-R1A activ,Tat export inh,CDK5 p35 inh,DAGLB inh,Mot1-301 SUMO
O=C(COC(=O)c1cc[n+]([O-])cc1)Nc1ccc(F)c([N+](=O)[O-])c1,2.6,1.9,-0.2,-2.0,14.4,-6.4,3.3,-3.2,-0.2,1.9,-1.6
O=C1CC(N2CCN(Cc3ccccc3)CC2)C(=O)N1 (stereo unspecified),3.7,3.5,3.4,1.9,-2.3,-11.8,1.9,1.4,0.2,-1.3,-4.5
COc1ccc(S(=O)(=O)Nc2nnc(Cc3ccc(OC)c(OC)c3)s2)cc1,1.9,2.0,0.0,3.7,-10.0,-11.3,-13.5,4.2,-3.0,1.8,27.7
O=S(=O)(NC1CC(NS(=O)(=O)OCC(Cl)(Cl)Cl)C2CCCCC12)OCC(Cl)(Cl)Cl (stereo unspecified),1.2,.,2.5,7.8,-14.0,-11.2,-3.8,17.6,1.5,-1.0,-14.5
Nc1nonc1-n1nnc(C(=O)N/N=C/c2ccoc2)c1-c1ccccc1,2.9,0.4,1.1,5.0,-14.1,8.4,-0.7,8.0,0.6,1.6,-4.1
CC(NC(=O)COC(=O)C1=NN(c2ccccc2)C(=O)CC1)c1ccccc1 (stereo unspecified),.,0.7,.,-3.5,4.8,-6.5,-3.1,0.7,0.2,-1.1,.
Cc1ccnc(NS(=O)(=O)c2cccc([N+](=O)[O-])c2)c1,1.2,3.7,-2.5,-0.3,0.9,-1.9,-9.6,-2.0,-0.6,3.2,-9.1
COCCCn1c(SCC(=O)c2ccccc2)nc2ccccc2c1=O,-1.5,3.6,-1.9,-0.8,2.1,2.3,10.8,-2.3,0.2,-1.9,.
CC1(C)CC(=O)C(C=NCCc2ccc(O)cc2)=C(O)C1,1.4,1.4,0.3,-1.1,-23.6,-12.1,0.2,-3.6,1.0,-0.1,-3.6
CN(C)CCn1c(=O)n(-c2cccc(Cl)c2)c(=O)c2c3c(sc21)CCCCC3,-1.8,2.9,-2.2,3.1,-16.5,5.9,2.0,5.8,0.1,-0.5,4.7
O=C(CSc1nnc(CNC(=O)c2c(F)cccc2F)o1)NCc1ccco1,4.9,.,0.3,-0.8,6.8,2.9,-9.9,-0.3,1.6,-0.9,-6.0
CCn1nnc(NC(=O)c2cccc(-c3cc4ccccc4oc3=O)c2)n1,0.1,2.6,-0.4,5.0,-5.2,5.1,8.8,-0.5,-0.5,-0.8,-7.0
CC(=O)C1CCC2C3CCC4=CC(=O)CC[C@]4(C)[C@@]3(F)C(O)C[C@]12C (stereo partly specified),-0.2,-1.8,1.2,0.3,-1.1,-1.9,-2.4,4.9,1.5,-2.3,-4.6
CC(=S)/C=C1\Sc2ccccc2N1C,1.1,-0.1,0.0,-6.0,-0.4,6.0,-6.9,-15.6,1.8,-1.0,11.8
COc1ccc(C(CNc2ncnc3sc(C)c(C)c23)N(C)C)cc1 (stereo unspecified),0.3,-0.4,-2.8,0.5,-1.3,1.8,3.4,-18.8,-1.3,0.2,-2.6
N#CC1=C(SCc2ccccc2)NC(=O)CC1c1cccc(O)c1 (stereo unspecified),0.3,1.8,-1.4,-3.1,8.0,-5.3,-11.2,-4.7,1.8,-0.5,80.6
O=C(O)c1ccc(N2C(=O)C3C4c5ccccc5C(Br)(c5ccccc54)C3C2=O)cc1 (stereo unspecified),1.9,2.7,-0.9,0.8,29.3,-0.4,-11.7,5.9,0.0,1.8,93.6
c1ccc(C[C@H]2CNCCN2CC2CCCCC2)cc1,-2.1,3.1,-1.6,0.1,-26.5,-12.9,1.6,-0.4,-1.9,2.0,-7.5
CN(CCc1ccccc1)C(=O)c1cccc(NC(=O)Cc2cccc(NC(=O)C3CCN(C(=O)C4CCCCC4)CC3)c2)c1,.,2.0,.,1.2,-4.7,3.2,-7.0,-0.2,0.6,-1.8,.
COc1ccc(OCCN2CCN(C(=O)c3ccc(OC(F)F)c(OC)c3)CC2)cc1,3.3,-1.1,-2.8,0.4,-3.5,-3.4,2.3,-1.5,-0.9,1.2,74.3
Cc1nnc(NC(=O)c2cccc(S(=O)(=O)N3CCOCC3)c2)s1,3.8,0.6,0.4,7.1,-0.3,-11.3,-1.6,5.0,1.1,0.4,1.8
CC1OC(c2ccccc2)OC2COC(c3ccccc3)OC12 (stereo unspecified),.,2.8,.,0.9,-3.4,2.5,5.0,4.6,0.1,-1.0,.
CN(Cc1ccccc1)C(=O)Cn1c(=O)c2cccn2c2cccnc21,-0.2,3.1,0.2,0.1,-10.2,1.4,1.1,-1.5,1.8,-0.5,-3.8
Cn1cccc1/C=C1\SC(=O)N(c2ccccc2)C1=O,2.0,-0.2,0.6,5.2,3.1,-5.5,-7.7,-1.7,0.3,1.2,16.1
COc1cc(NC(=O)Cn2nnc(-c3ccncc3)n2)cc(OC)c1,1.3,3.9,0.2,-1.0,1.2,-14.5,-3.1,-4.8,-0.2,-0.6,-3.5
COc1ccc(NC(=S)NN2CCN(C)CC2)cc1OC,1.6,3.2,-0.3,-0.2,9.2,3.9,-0.5,-5.3,.,0.2,0.6
COc1cccc(/C=C/C(=O)OCC(=O)N2c3ccccc3CC2C)c1OC (stereo unspecified),.,1.1,.,7.0,0.2,-4.4,1.2,-3.1,1.1,-3.6,.
CCc1ccccc1NC(=O)CSc1n[nH]c(-c2cccnc2)n1,2.0,3.4,1.4,5.5,-5.6,-9.5,6.6,-3.0,0.8,-1.2,-4.4
O=C(NC1CCN(Cc2ccccc2)CC1)C(NS(=O)(=O)c1cccc2nsnc12)c1ccccc1 (stereo unspecified),8.0,3.7,3.2,2.3,-1.8,5.3,-0.3,-5.6,-0.3,0.3,-9.7
COc1ccc(-c2cn(CCN)c(-c3ccncc3)n2)cc1,0.7,1.7,-2.9,5.1,-12.6,-3.7,-23.4,11.9,-8.6,2.3,-0.6

# Next section.
SMILES,AddAB inh,phage Ecoli inh,Ecoli viability,HTR5A ag ctr,HTR5A inv ag,PKA-R2B activ,PKA-R1A activ,Tat export inh,CDK5 p35 inh,DAGLB inh,Mot1-301 SUMO
C=C(C)c1cccc(C(C)(C)NC(=O)N2CC(C)OC(C)C2)c1 (stereo unspecified),-0.4,1.4,-0.1,-0.8,1.0,-4.7,-16.8,-2.2,-1.1,1.1,6.2
O=C(CCS(=O)(=O)c1ccc(Cl)cc1)Nc1ccc(N2CCOCC2)cc1,-0.8,0.3,-1.1,0.7,-12.3,-7.1,-4.9,5.2,0.7,1.2,-9.3
CN1C(C(=O)NCc2cccc(Br)c2)CC2Cn3c(nc4cc5ccccc5cc43)C21 (stereo unspecified),3.4,1.4,-0.3,-4.9,12.4,0.5,-2.9,0.0,-0.9,3.3,6.1
N#Cc1cccc(-c2cn(S(=O)(=O)c3ccc(Cl)cc3)nc2N)c1,1.9,1.5,-0.9,-2.9,8.7,2.6,4.5,-3.3,0.6,0.5,-2.0
ON=C1c2cc(OCCN3CCCCC3)ccc2-c2ccc(OCCN3CCCCC3)cc21,3.8,.,-0.8,2.1,-7.9,6.0,-8.4,11.6,-0.8,1.9,52.5
O=[N+]([O-])c1ccc(OCCn2cnc3ccccc32)cc1,0.2,3.1,-0.4,-2.7,7.4,-13.8,5.4,-2.6,-1.2,0.9,.
COc1ccc(C(CCN)Cc2ccccc2)cc1 (stereo unspecified),-0.7,0.6,0.4,-3.5,17.1,11.7,13.3,6.3,-1.1,-0.5,15.5
CCOC(=O)C1CCN(C(=O)C(C)N(c2ccc(Oc3ccccc3)cc2)S(C)(=O)=O)CC1 (stereo unspecified),.,1.8,.,-3.7,19.3,-5.1,1.6,14.7,-0.1,-3.8,.
C[C@H](CO)N1C[C@H](C)[C@@H](CN(C)C)Oc2c(NC(=O)C3CC3)cccc2C1=O,0.2,2.2,0.6,7.2,4.5,0.4,-3.7,-20.4,0.9,-5.9,6.3
CSCC[C@H](NC(=O)Cc1c(C)c2c(cc(C)c3c(C)c(C)oc32)oc1=O)C(=O)O,.,-2.5,.,-3.1,11.0,-3.3,-7.9,-0.7,-1.7,1.4,18.2
CCOc1ccc(C(=O)Nc2nc(C)cc(C)n2)cc1[N+](=O)[O-],-0.7,2.5,-4.5,9.1,-6.5,-4.7,-3.2,-4.8,-0.6,-0.9,-9.4
COc1ccc(OC)c2[nH]c(=O)c(CCNC(=O)Cc3cccs3)cc12,-1.5,2.3,-0.6,0.5,3.2,-4.1,-19.3,5.8,-0.1,2.7,10.5
CC(=O)N1CCc2cc(Br)cc(S(=O)(=O)NCC3CCCO3)c21 (stereo unspecified),0.6,1.2,-1.4,2.2,-7.8,2.5,-5.9,-5.8,-0.7,0.2,-6.2
COc1ccc(NS(=O)(=O)c2ccc3oc(SC4CCOC4=O)nc3c2)cc1 (stereo unspecified),2.8,1.3,-0.6,8.5,-21.3,3.7,0.9,-2.7,0.1,-2.7,72.6
O=C1Cc2ccccc2N1c1c(Cl)cccc1Cl,2.0,3.3,0.2,-3.5,8.3,-2.6,-4.1,-0.2,-0.2,-0.4,-15.7
O=C(CCCO)NC1Cc2ccccc2C1,2.6,-3.1,1.7,-0.2,17.7,7.7,-3.9,-7.2,-2.2,-2.5,-11.4
O=C(Nc1ccc(N2CCN(C(=O)c3ccco3)CC2)c(Cl)c1)c1c(F)c(F)c(F)c(F)c1F,4.1,6.6,1.0,-1.5,-52.8,2.5,-9.9,1.3,-1.0,-3.7,3.6
Cc1c([N+](=O)[O-])cnc(Sc2ccccc2)c1[N+](=O)[O-],2.0,0.3,-0.5,-4.7,5.0,1.7,-4.8,2.3,-5.9,-27.1,270.7
O=[N+]([O-])c1nn(-c2ccc3c(c2)OCCO3)n(O)c1=NCc1ccccc1Cl,2.9,0.9,1.3,3.8,2.3,5.1,3.0,-6.8,-2.7,-6.3,54.6
CS(=O)(=O)c1cccc(C(=O)OCC(=O)NC(=O)Nc2ccccc2F)c1,2.0,1.9,-0.8,2.6,-9.3,3.8,6.7,-0.9,0.1,2.3,-9.9

# Assay outcomes deposited in PubChem BioAssay by several laboratories.

# Rows were taken by chance; 2.3% or so of the library scored in one or more.
